West Nile antiviral = West Nile virus antiviral activity, cell-based, CPE readout (AID 1621) | West Nile virus-infected cells, CPE inhibition; higher % means a stronger effect | one-dose CPE inhibition, % at 10 µM; IC50 in µM for titrated hits | 290,000 compounds, 0.02% hits; in the data active means a potency from the dose series; further: strong numbers were not always called active
WT yeast gro inh = growth inhibition of WT yeast, mitochondrial fusion screen; mitochondrial fusion phenotypic screen, WT strain; inhibition, % at 10 µM; 190,000 compounds, 2.1% hits; AID 1362; in the data active means inhibition above about 58%; tested in S. cerevisiae
MT stabilizer = microtubule stabilizers in HeLa cells; HeLa tubulin immunostaining HCS, 24 h; share of cells brighter than vehicle mean+2SD; % tubulin-high responders, % at 10 µM; 200,000 compounds, 0.83% hits;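 active means plate Z-score above 3 for both tubulin-high and condensed-nucleus cell shares, with cell loss under 80%, at 10 µM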;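 further: anti alpha tubulin signal scored within the nucleus-defined area of each cell; some results filed as inactive read as strong as hits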
Lipid droplet = hepatic lipid droplet formation modulation. inhibition, % at 6.5 µM. AML12 mouse hepatocytes, oleate lipid droplets, BODIPY imaging. AID 1656. 240,000 compounds, 0.4% hits;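 active means lipid droplet intensity inhibited by at least 50%, with more than 500 cells counted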
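Material: mouse AML12 hepatocyte cell line, fixed after treatment; Timing: compound with oleate, overnight; Technique: high-content imaging of BODIPY-stained droplets and DAPI nuclei; Probe or stimulus: oleate, 100 µM final; Dosing: compound at 6.5 µM only.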
Myeloid diff MLP = promotes myeloid progenitor differentiation | ER-HoxA9 myeloid progenitors, lysozyme-GFP differentiation, flow cytometry | calls only at 10 µM | 360,000 compounds, 1% hits;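 active means normalized GFP-positive differentiation at or above the plate's own cutoff, the solvent-only control mean plus 3 SD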;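 further: cells exposed to compound for four days before flow analysis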
T cell HTS = modulates CD8 T cell binding to vesicles. 2C CD8+ T cell-vesicle binding, flow cytometry; hits give low values. calls only at 7 µM. 330,000 compounds, 0.068% hits. AID 2052;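 active means response, share of CD8 T cells binding vesicles, and their 90th percentile fluorescence all below set limits, cut at about 80% in these data, passing the limit was not always enough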
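Material: murine 2C transgenic CD8+ T lymphocytes / Also added: QL9-peptide-loaded Drosophila micro-vesicles bearing Ld, ICAM-1 and B7-1 / Schedule: binding step 1.5 h, 37 °C, antibody labelling 20 min, ice / Signal: flow cytometry, PE anti-B7-1 (FL2) versus Alexa647 anti-CD8 (FL8), PFA-fixed / Evaluation: percent CD8+ FL2 mean versus row control / Benchmarks: naked versus QL9-loaded vesicles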
Ins promoter up = MIN6 insulin promoter up-regulation | MIN6 insulin promoter-GFP reporter, high-content imaging; hits give high values | z-score at 5 µM | 190,000 compounds, 0.3% hits | AID 1625;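 active means z-score above 3 at 5 µM with at least 500 cells counted in the well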
bCat nuc transl = modulators of beta-catenin nuclear translocation; HeLa beta-catenin nuclear translocation, immunofluorescence imaging; nuclear translocation activity, % at 5 µM; 190,000 compounds, 0.3% hits; AID 1665;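 active means nuclear translocation activity above 50% at 5 µM, with a well cell count of 50 or more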;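 further: per-cell ratio of nuclear to cytoplasmic median beta-catenin stain intensity; plate controls were DMSO negative control for no effect and GSK-3 inhibitor IX positive control for full effect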
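Read-out: Nuclear/cytoplasmic beta-catenin signal ratio, % activation | Assay system: Human HeLa cell line | Times: 24 h compound exposure at 37°C, 5% CO2 | Signal: Fluorescence imaging of beta-catenin antibody stain plus DAPI | Dosing: 5 µM primary, 0.02–20 µM confirmation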
Autophagy HCS = autophagy modulation, high-content screen. calls only at 10 µM (by protocol). 190,000 compounds, 0.98% hits. MEF GFP-LC3 puncta imaging; test concentration mostly 10 µM. AID 463193;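 active means percentage of spot-positive cells more than 3 SD above its plate mean, without a fluorescence outlier flag or 80% toxicity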;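 further: spot-positive cell cutoff set from DMSO-treated cells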
WT yeast gro inh mutant strain = second read-out of WT yeast gro inh, no call of its own (marks repeat the call); inhibition, %; mitochondrial fusion phenotypic screen, mutant strain inhibition
Ins promoter up cell count = second read-out of Ins promoter up, no call of its own (marks repeat the call); cell count; measured here: cytotoxicity, nuclei count;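 total cells summed across four imaged fields per well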
Lipid droplet cells 6.5 µM = second read-out of Lipid droplet, no call of its own (marks repeat the call); cell count; measured here: cell count, cytotoxicity flag;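 cells counted across two imaged fields per well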
bCat nuc transl cell count 5 µM = recorded beside bCat nuc transl, whose call it bears; cell count; measured here: cell count, cytotoxicity flag
T cell HTS vesicle-bound % = recorded beside T cell HTS, whose call it bears; double positive events, %; measured here: CD8+ vesicle-bound cell fraction;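 binding gate set so that unloaded-vesicle control wells show 10% double positive cells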
MT stabilizer Hoechst-high % = further read-out of MT stabilizer, marked with its call; % Hoechst-high responders; measured here: nuclear condensation Hoechst responders;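 share of cells brighter than vehicle mean plus two SD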
MT stabilizer cytotoxicity % = recorded beside MT stabilizer, whose call it bears; toxicity, %; measured here: cytotoxicity by cell density;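 0% = mean cell density of plate MIN control wells and 100% = no cells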
Autophagy HCS cell loss 18 h = second read-out of Autophagy HCS, no call of its own (marks repeat the call); toxicity, %; measured here: cell loss, nuclei count;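 cell loss after 18 h compound exposure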
Myeloid diff MLP GFP+ MAC1+ % = recorded beside Myeloid diff MLP, whose call it bears; GFP+ MAC1+ double positive, %; measured here: differentiation confirmed by MAC1 staining
The depositor's hits bear a star; i = inactive; . = no result given; + = active, no number.

Structure,West Nile antiviral,WT yeast gro inh,WT yeast gro inh mutant strain,MT stabilizer,MT stabilizer Hoechst-high %,MT stabilizer cytotoxicity %,Lipid droplet,Lipid droplet cells 6.5 µM,Myeloid diff MLP,Myeloid diff MLP GFP+ MAC1+ %,T cell HTS,T cell HTS vesicle-bound %,Ins promoter up,Ins promoter up cell count,bCat nuc transl,bCat nuc transl cell count 5 µM,Autophagy HCS,Autophagy HCS cell loss 18 h
CCOc1cc(N2CCOCC2)c(OCC)cc1NC(=O)CN1C(=O)NC(Cc2ccccc2)C1=O (stereo unspecified),-0.6%,1,-9,3.8,2.9,8.9,0,633,i,0.2,i,30,1.2,1985,-3.7,1148,i,16
COc1ccc(C2/C=C\CN(S(=O)(=O)/C=C/c3ccccc3)[C@H](Cc3ccccc3)C(=O)N2Cc2ccc(F)cc2)cc1 (stereo partly specified),-0.6%,.,.,.,.,.,-13,655,.,.,i,37,.,.,0.7,1180,.,.
CC(C)(C)CC(=O)NCc1ccc(F)cc1,-0.3%,-4,-2,0.8,0.7,13,0,749,i,1.8,i,15,-0.26,1054,.,.,i,5
Cc1cccc(-c2nc(C#N)c(NCC3CCCO3)o2)c1 (stereo unspecified),0.0%,.,.,.,.,.,4,647,i,0.6,i,14,0.94,1058,-0.6,1349,.,.
CS(=O)(=O)N(CC(=O)N1CCCCCC1)Cc1ccc(Cl)cc1,-0.9%,-8,-74,1.5,1.2,5.6,-9,772,i,6.8,i,35,-0.3,894,-8.1,1291,i,-6
Cc1c(C(=O)O)c(-c2ccccc2)nn1-c1ccccc1,0.4%,-8,39,2.9,1.8,49,1,729,i,1.0,i,12,0.67,1240,.,.,i,0
CCCNS(=O)(=O)c1ccc(CCC(=O)N2CCN(c3ccc(OC)cc3)CC2)cc1,-0.7%,-6,-12,2.4,1.1,6.6,9,752,i,1.1,i,16,.,.,-8.2,1039,i,6
O=S(=O)(Nc1ccc(Br)cc1)c1cccc(NC(=S)NCCN2CCOCC2)c1,-0.6%,.,.,.,.,.,-7,760,i,1.6,i,10,.,.,.,.,.,.
C/C=C(/C)C(=O)O[C@@H]1c2cc3c(c(OC)c2-c2c(cc(OC)c(OC)c2OC)[C@@H](OC(C)=O)[C@@H](C)[C@H]1C)OCO3,-0.6%,.,.,.,.,.,-10,728,i,1.7,i,17,.,.,-0.8,1203,.,.
CCN1CCN(C(c2cccs2)C(C)NC(=S)Nc2cc(C)ccc2C)CC1 (stereo unspecified),-0.1%,.,.,.,.,.,-13,659,i,1.3,i,39,0.48,997,0.6,1321,.,.
CN(C)c1ccc(C=C(c2nnnn2-c2ccccc2)c2nnnn2-c2ccccc2)cc1,-1.6%,30,10,5.1,2.2,3.9,-13,654,i,0.5,i,53,1.6,1565,-2.3,1085,i,10
O=C(c1cc(-c2ccco2)on1)N1CCOCC1,0.1%,12,-10,2.0,1.6,0.4,.,.,i,4.8,i,12,0.13,1634,-1.6,1329,i,2
O/N=C/c1cc2ccccc2n1Cc1ccccc1F,0.1%,.,.,.,.,.,-24,767,i,0.5,i,54,.,.,.,.,.,.
O=C(NCCCN=C1NS(=O)(=O)c2ccccc21)c1ccc(S(=O)(=O)N2CCCCC2)cc1,-0.1%,-14,-3,5.0,2.1,5.2,-1,767,i,0.6,i,54,1.3,1147,.,.,i,-9
COC(=O)c1cccnc1N1CCN(c2ccccc2F)CC1,-0.2%,-13,11,1.1,1.1,4.8,-1,697,i,3.4,i,52,0.33,1588,2.1,1018,i,-5
COc1cc(C2c3c(-c4cc(C)cc(C)c4O)n[nH]c3C(=O)N2CCCO)cc(OC)c1OC (stereo unspecified),-0.3%,-27,22,3.2,1.4,8.6,.,.,i,0.6,i,16,-0.77,1466,-0.8,958,i,-16
O=C(Nc1cc(Cl)ccc1N1CCOCC1)c1cccnc1Cl,0.7%,.,.,.,.,.,2,738,i,0.6,i,18,0.34,1107,0.3,1449,.,.
COc1cccc([C@@H]2Oc3ccc(OC)cc3C(=O)[C@H]2OC(=O)Nc2cc(OC)c(OC)c(OC)c2)c1,0.0%,14,-11,2.5,2.4,6.0,-25,732,.,.,i,24,-0.64,1253,.,.,i,25
CCOC(=O)c1[nH]c2ccccc2c1NC(=O)C1CCCCC1,-0.2%,-11,-3,3.3,2.3,7.0,-4,705,i,7.0,i,10,.,.,1.5,549,i,28
CCCSc1nc2[nH]ncc2c(=O)[nH]1,-0.1%,-5,-10,2.0,0.7,5.2,2,680,i,0.4,i,33,0.52,1238,-3.1,515,i,13
CCCC(C(=O)NC(C)(C)C)N(Cc1ccc(F)cc1)C(=O)c1snc(C(N)=O)c1N (stereo unspecified),-1.2%,.,.,.,.,.,-35,787,i,0.8,i,57,.,.,.,.,.,.
O=C(CSc1nnc(COc2ccc(Cl)cc2)o1)N1CCN(c2ccccc2)CC1,-0.6%,-10,-2,2.8,2.2,3.9,10,615,i,8.0,i,46,-0.74,1726,1.1,1032,i,9
O=c1[nH]c(NC2CCCCC2)c([N+](=O)[O-])c(=O)[nH]1,-0.1%,-10,-4,1.0,4.0,7.3,8,723,i,3.3,i,46,0.06,1388,-2.0,551,i,-4
CCOc1ccc(C(=O)NC(=S)Nc2ccc(N3CCOCC3)c(Cl)c2)cc1[N+](=O)[O-],-1.3%,13,9,3.3,2.8,14,20,649,i,0.3,i,45,-0.07,1229,0.5,1257,i,0
Cc1[nH]c2ccccc2c1C(=O)CSC(=S)N1CCOCC1,0.3%,.,.,.,.,.,-1,710,i,0.2,i,35,.,.,0.1,1353,.,.
CCC12CN3CCN(CC(C3)/C1=N\NC(=O)c1ccc(C(C)(C)C)cc1)C2,-0.2%,-14,4,1.4,1.8,6.7,20,621,i,0.7,i,1,0,1355,0.1,967,i,3
N#C/C(=C(/O)COC(=O)COc1cccc(Br)c1)c1nc2ccccc2[nH]1,0.3%,.,.,.,.,.,-6,669,i,0.6,i,36,0.08,1154,3.2,1331,.,.
COC(=O)c1cn(NC(=O)c2ccc([N+](=O)[O-])cc2Cl)c(=O)c2ccccc12,0.4%,5,0,2.6,1.3,12,50*,661*,+,3.2*,i,54,0.61,1273,-2.2,1187,i,4
CSc1sc(C)cc1C=O,0.3%,4,0,4.3,2.2,9.2,-16,698,i,0.1,i,41,.,.,3.3,1166,i,0
Cc1noc(C)c1COC(=O)CNC(=O)c1ccc(Cl)cc1,1.2%,7,0,3.0,1.5,0.2,5,676,i,0.3,i,48,0.29,1067,4.3,1097,i,8

Part of the list above in order of count of non-hydrogen atoms, ascending.
Structure,West Nile antiviral,WT yeast gro inh,WT yeast gro inh mutant strain,MT stabilizer,MT stabilizer Hoechst-high %,MT stabilizer cytotoxicity %,Lipid droplet,Lipid droplet cells 6.5 µM,Myeloid diff MLP,Myeloid diff MLP GFP+ MAC1+ %,T cell HTS,T cell HTS vesicle-bound %,Ins promoter up,Ins promoter up cell count,bCat nuc transl,bCat nuc transl cell count 5 µM,Autophagy HCS,Autophagy HCS cell loss 18 h
O=C(Nc1cc(Cl)ccc1N1CCOCC1)c1cccnc1Cl,0.7%,.,.,.,.,.,2,738,i,0.6,i,18,0.34,1107,0.3,1449,.,.
N#C/C(=C(/O)COC(=O)COc1cccc(Br)c1)c1nc2ccccc2[nH]1,0.3%,.,.,.,.,.,-6,669,i,0.6,i,36,0.08,1154,3.2,1331,.,.
O=S(=O)(Nc1ccc(Br)cc1)c1cccc(NC(=S)NCCN2CCOCC2)c1,-0.6%,.,.,.,.,.,-7,760,i,1.6,i,10,.,.,.,.,.,.
CCCC(C(=O)NC(C)(C)C)N(Cc1ccc(F)cc1)C(=O)c1snc(C(N)=O)c1N (stereo unspecified),-1.2%,.,.,.,.,.,-35,787,i,0.8,i,57,.,.,.,.,.,.

New compounds follow:
Structure,West Nile antiviral,WT yeast gro inh,WT yeast gro inh mutant strain,MT stabilizer,MT stabilizer Hoechst-high %,MT stabilizer cytotoxicity %,Lipid droplet,Lipid droplet cells 6.5 µM,Myeloid diff MLP,Myeloid diff MLP GFP+ MAC1+ %,T cell HTS,T cell HTS vesicle-bound %,Ins promoter up,Ins promoter up cell count,bCat nuc transl,bCat nuc transl cell count 5 µM,Autophagy HCS,Autophagy HCS cell loss 18 h
COc1ccc(CCNc2nc(=S)[nH]c3cc(OC)c(OC)cc23)cc1OC,-0.4%,-4,8,2.8,2.2,1.3,24,674,i,0.2,i,59,-1.6,1110,0.3,1084,i,7
Cc1nc(NC(=O)c2ccccc2)sc1-c1csc(Nc2ccc(Cl)cc2)n1,-0.5%,17,5,3.7,2.0,10,.,.,.,.,i,33,-1.4,1441,-3.2,1452,i,4
CCSc1nnc(NC(=O)C(NC(=O)c2ccc(Cl)cc2)C(C)C)s1 (stereo unspecified),-0.5%,-13,-14,3.7,2.9,9.4,9,672,i,0.8,i,48,0.46,1191,.,.,i,10
Cc1cccc(NC(=S)NCCc2ccc(S(N)(=O)=O)cc2)c1C,-0.1%,0,7,2.9,3.6,5.1,17,618,i,0.3,i,41,-0.12,1533,2.4,1126,i,0
CC(=O)N=c1c(C#N)cc2c(=O)n3cccc(C)c3nc2n1CCCOC(C)C,-0.9%,.,.,.,.,.,1,742,i,0.1,i,17,.,.,-1.7,1254,.,.
CC(=O)NC(CC(=O)c1ccc([N+](=O)[O-])cc1)C(Cl)(Cl)Cl (stereo unspecified),-0.3%,4,8,1.9,2.2,7.7,-2,670,i,0.4,i,34,0.79,1432,1.9,968,i,6
Cc1cc(Br)ccc1NC(=O)CN1C(=S)NC(C)(C)CC1C (stereo unspecified),0.1%,12,16,3.8,2.0,4.2,-9,649,i,0.2,i,44,0.92,1569,-5.0,983,i,-10
CCOC(=O)C1=C(N)n2c(s/c(=C\c3ccncc3)c2=O)=C(C(=O)OCC)C1c1ccncc1 (stereo unspecified),0.2%,-12,-18,2.2,2.0,5.6,-25,683,i,0.4,i,42,.,.,1.7,1482,i,-15
